Source: PubChem BioAssay
TRPC6 inhibitor: mouse TRPC6 channel inhibitors, primary screen, cell-based, HEK293, membrane potential dye | Short transient receptor potential channel 6 (Mus musculus), Q61143 | B-score at 10 µM | actives 1.1% (n = 310,000) | ACh-evoked depolarization; hits give low values;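 active = B-score under library mean minus 3 SD, initial fluorescence not abnormally high, positive integrated signal ratio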;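 also: B-score derived from integrated fluorescence ratio over the kinetic read; more negative B-score means stronger inhibition of depolarization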
Target sequence (Q61143 whole entry, looked up): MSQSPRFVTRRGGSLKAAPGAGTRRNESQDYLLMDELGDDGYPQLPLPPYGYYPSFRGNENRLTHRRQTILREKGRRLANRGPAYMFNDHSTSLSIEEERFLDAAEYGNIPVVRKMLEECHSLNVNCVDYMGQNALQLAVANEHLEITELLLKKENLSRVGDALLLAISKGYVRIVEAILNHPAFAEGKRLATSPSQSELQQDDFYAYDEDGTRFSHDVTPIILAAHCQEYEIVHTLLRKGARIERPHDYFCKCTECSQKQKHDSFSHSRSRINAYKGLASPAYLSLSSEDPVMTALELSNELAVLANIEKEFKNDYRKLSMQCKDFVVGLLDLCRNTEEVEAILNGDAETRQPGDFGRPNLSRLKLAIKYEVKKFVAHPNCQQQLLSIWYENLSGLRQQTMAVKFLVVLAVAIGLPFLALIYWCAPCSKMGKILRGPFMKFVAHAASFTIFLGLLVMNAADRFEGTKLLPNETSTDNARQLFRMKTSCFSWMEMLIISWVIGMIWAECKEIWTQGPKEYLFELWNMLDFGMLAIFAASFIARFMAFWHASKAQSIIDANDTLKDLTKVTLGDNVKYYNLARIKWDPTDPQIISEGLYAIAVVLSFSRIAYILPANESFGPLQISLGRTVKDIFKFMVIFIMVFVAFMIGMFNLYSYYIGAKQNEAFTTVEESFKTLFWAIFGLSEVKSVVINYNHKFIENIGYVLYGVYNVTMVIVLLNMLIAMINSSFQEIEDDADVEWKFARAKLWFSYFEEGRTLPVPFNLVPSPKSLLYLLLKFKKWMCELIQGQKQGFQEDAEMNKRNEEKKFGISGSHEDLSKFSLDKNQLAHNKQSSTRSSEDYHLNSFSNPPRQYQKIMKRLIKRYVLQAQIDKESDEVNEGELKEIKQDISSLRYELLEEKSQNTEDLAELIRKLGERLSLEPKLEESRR
TRPC4 agonist: activators of mouse TRPC4 channel, primary screen, Fluo4 calcium, HEK293 TRPC4beta/mu-opioid cells; Short transient receptor potential channel 4 (Mus musculus), Q9QUQ5; Fluo4 calcium fluorescence; hits give high values; B-score at 10 µM; actives 0.49% (n = 310,000);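 active = B-score above 5 SD of library B-scores, and initial fluorescence ratio not above library mean plus 5 SD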;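 also: positive B-score marks a calcium rise read as TRPC4 activation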
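System: HEK293 cells stably co-expressing mouse TRPC4beta and mu-opioid receptor; Schedule: Fluo4 dye loading 45 min at room temperature, 110 s recording; Detection: Fluo4 fluorescence, kinetic; Evaluation: B-scored integrated calcium fluorescence ratio; Controls: buffer (low) and maximal DAMGO (high).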
MrgX1 agonist: agonists of human MrgX1 receptor, primary screen, HEK293 cells, Fluo-4 calcium flux; Fluo-4 calcium fluorescence, agonist mode; hits give high values; actives 0.44% (n = 310,000); B-score at 10 µM; Mas-related G-protein coupled receptor member X1 (Homo sapiens), Q96LB2;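 active = calcium response B-score plate-corrected fluorescence ratio at least 3 library SD, with starting fluorescence B-score inside 5 SD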
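Test system: HEK293 cells stably expressing human MrgX1 receptor; Input: fifteen thousand cells per well; Dosing: compound delivered in addition one of three; Schedule: overnight seeding, then 1 h dark dye loading; Technique: Fluo-4 NW calcium fluorescence; Measure: B-scored fluorescence response ratio; Controls: positive and negative controls per plate.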
SKKanGAS inh: S. pyogenes SKKanGAS growth inhibitors in kanamycin, primary screen, streptokinase expression inhibitor project, SKKanGAS strain, BacTiter-Glo luminescence. 6 h. actives 1.3% (n = 300,000). inhibition, % at 7.5 µM. AID 1662, 2009;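 active = mean replicate score, as percent of positive control median, at least 50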;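 also: strain carries kanamycin resistance gene driven by streptokinase promoter and grows in 40 µg/ml kanamycin; loss of luminescence reflects streptokinase promoter inhibition or plain growth inhibition; 0% = median of DMSO wells and 100% = positive control at its reference dose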
MrgX1 PAM: positive allosteric modulators of MrgX1, primary screen, HEK293 cells, Fluo-4 calcium flux; actives 0.63% (n = 310,000); FDSS; hits give high values; B-score at 10 µM;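 active = plate-corrected calcium response at least 3 library SD above typical, normal starting fluorescence, not activating the receptor alone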;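 also: compound read alongside a low EC10 to EC30 dose of BAM8-22 agonist; peak minus trough fluorescence over baseline measured at the second addition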
TRPC6 act: mouse TRPC6 channel activators, primary screen, cell-based, HEK293, membrane potential dye. HEK293-TRPC6 membrane potential dye fluorescence; hits give high values. B-score at 10 µM. actives 0.13% (n = 310,000);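 active = B-score of the integrated fluorescence ratio above library mean plus 3 SD, and starting fluorescence ratio within library mean plus 5 SD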;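 also: higher score means more depolarization so channel activation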
MrgX1 antag: antagonists of human MrgX1 receptor, primary screen, HEK293 cells, Fluo-4 calcium flux | Mas-related G-protein coupled receptor member X1 (Homo sapiens), Q96LB2 | BAM8-22 antagonism; hits give low values | B-score at 10 µM | actives 1.3% (n = 310,000) | AID 588676, 2011;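 active = calcium-response B-score plate-corrected more than 3 library SD below zero, starting fluorescence within 5 deviations, no agonist response on first addition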;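 also: peak minus trough fluorescence over baseline after final BAM8-22 challenge near maximal dose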
TMEM16A act: TMEM16A chloride channel activators or potentiators, primary screen, cell-based, HTS | Anoctamin-1 (Mus musculus), Q8BHY3 | HEK293 TMEM16A/YFP-H148Q/I152L, iodide quench fluorescence; hits give low values | B-score at 10 µM | actives 0.3% (n = 340,000);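 active = fluorescence-ratio B-score plate-corrected deviation score at least 3 library SD below zero, with starting fluorescence score within 5 deviations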;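 also: channel opened by trigger with iodide after compound preincubation; score built on the fluorescence ratio of max minus min over baseline; more negative score means more quench and so TMEM16A activation or potentiation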
ANO1 block: TMEM16A chloride channel inhibitors, primary screen, cell-based, HTS. Anoctamin-1 (Mus musculus), Q8BHY3. HEK293 TMEM16A/YFP iodide influx fluorescence, ionomycin. normalized B-score (activity score, 25-100; higher = stronger inhibition) at 10 µM. actives 1.2% (n = 310,000). AID 588511, 2011;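 active = ratio plate-corrected score three or more library SD toward inhibition, starting fluorescence score within five deviations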;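 also: score derived from kinetic fluorescence span divided by baseline fluorescence per well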
TRPC4 potent: positive allosteric modulators of TRPC4, primary screen, cell-based, mouse TRPC4beta, HEK293 mu-opioid, Fluo-4 calcium; DAMGO EC20, Fluo-4 Ca2+ flux; hits give high values; B-score at 10 µM; actives 0.42% (n = 310,000); AID 2227, 2009;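 active = B-score of calcium response area above 5 SD of library B-scores, with initial fluorescence ratio within 5 SD of library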;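 also: B-score of integrated fluorescence ratio over time as area under calcium response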
TRPC4 inh: inhibitors of mouse TRPC4 channel, primary screen, Fluo4 calcium, HEK293 TRPC4beta/mu-opioid cells; Short transient receptor potential channel 4 (Mus musculus), Q9QUQ5; DAMGO-evoked Fluo4 calcium flux; hits give low values; B-score at 10 µM; actives 0.39% (n = 300,000);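 active = B-score over 3 SD under the library average, no early fluorescence shift, positive overall ratio signal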
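Assay system: Stable TRPC4beta/mu-opioid receptor HEK293 cells | Reagent: DAMGO in two steps, submaximal then maximal | Compound dosing: Single concentration per test compound | Signal: Fluo4 Ca2+ flux fluorescence | Evaluation: Per-well B score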
* hit, by the source's call; i = inactive; · = no result given.

no. | Compound | MrgX1 agonist | TRPC4 inh | MrgX1 antag | SKKanGAS inh | ANO1 block | TRPC4 agonist | TRPC6 inhibitor | MrgX1 PAM | TRPC4 potent | TRPC6 act | TMEM16A act
1 | CC1OC(Oc2ccc3ccc(=O)oc3c2-c2c(O)ccc3cc(Oc4ccc5ccc(=O)oc5c4)c(=O)oc23)C(O)C(O)C1O (stereo unspecified) | i | i | i | -3 | i | i | i | i | i | i | i
2 | Cc1ccc(CS(=O)(=O)Cc2ccc(C(=O)NCc3cccs3)o2)cc1 | i | i | i | -2 | i | i | i | i | i | i | i
3 | NS(=O)(=O)c1cc(C(=O)OCC(=O)Nc2ccc(N3CCCCC3)cc2)ccc1Cl | i | i | i | -8 | i | i | i | i | i | i | i
4 | CCOCCCNCc1ccc(Cl)cc1 | i | i | i | 3 | i | i | i | i | i | i | i
5 | Cc1nn(CC(=O)OCC(=O)NC(C)c2ccccc2)c(C)c1[N+](=O)[O-] (stereo unspecified) | i | i | i | 4 | i | i | i | i | i | i | i
6 | CN(C(=O)Nc1ccc(S(=O)(=O)N(C)C)cc1)C1CCCCC1 | i | i | i | -7 | i | i | i | i | i | i | i
7 | COC(=O)COc1ccc(/C=N/NC(=O)CN(c2ccccc2OC)S(=O)(=O)c2ccccc2)cc1 | i | i | i | 0 | i | i | i | i | i | i | i
8 | O=C(NNC(=O)c1cccc(C(F)(F)F)c1)c1ccncc1 | i | i | i | 5 | i | i | i | i | i | i | i
9 | CC(C)N1CCN(S(=O)(=O)c2ccccc2)CC1 | i | i | i | 3 | i | i | i | i | i | i | i
10 | O=C(Nc1ccccc1C(=O)O)/C(=C/c1ccc([N+](=O)[O-])cc1)NC(=O)c1ccc(Br)o1 | i | i | i | 8 | i | i | i | i | i | i | i
11 | CCCCCc1nc(N)c(C#N)c(-c2ccco2)c1CCCC | i | i | i | 15 | i | i | i | i | i | i | i
12 | CCOc1nc(-c2ccccc2Cl)nc2ccccc12 | i | i | i | 1 | i | i | i | i | i | i | i
13 | COc1cc(/C=N/n2c(C3CCCCC3)n[nH]c2=S)cc(Br)c1O | i | i | i | 7 | i | i | i | i | i | i | i
14 | CC(C)CC1=NN(C(=O)c2cccnc2)C(O)(C(F)(F)F)C1 (stereo unspecified) | i | i | i | -3 | i | i | i | i | i | i | i
15 | Cc1[nH]n(-c2ccccc2)c(=O)c1/C=N/N1C(=O)c2ccc3c4c(ccc(c24)C1=O)CC3 | i | i | i | 5 | i | i | i | i | i | i | i
16 | O=C(CSc1ccccc1C(=O)O)NCc1ccccc1 | i | i | i | 8 | i | i | i | i | i | i | i
17 | Cc1cc(C)nc(N2CCC(C(=O)N3CCN(c4cc(Cl)ccc4C)CC3)CC2)n1 | i | i | i | 14 | i | i | i | i | i | i | i
18 | Cc1cc(C)c(S(=O)(=O)N2CCOC2CNC(=O)C(=O)NCCCN2CCCC2=O)c(C)c1 (stereo unspecified) | i | i | i | -10 | i | i | i | i | i | i | i
19 | CCc1nnc(NC(=O)C2Cc3ccccc3CN2S(=O)(=O)c2ccc(C)cc2)s1 (stereo unspecified) | i | i | i | 8 | i | i | i | i | i | i | i
20 | O=C(CCC(=O)Nc1ccccc1)NNS(=O)(=O)c1ccccc1[N+](=O)[O-] | i | i | i | 5 | i | i | i | i | i | i | i
21 | COc1ccc(OC)c(-c2cc(C(=O)N3CCc4ccccc4C3)no2)c1 | i | i | i | -4 | i | i | i | i | i | i | i
22 | COc1ccc(S(=O)(=O)N2CCC(C(=O)NCc3ccco3)CC2)cc1C | i | i | i | 1 | i | i | i | i | i | i | i
23 | COc1ccccc1/C=C/CN1CCOCC1 | i | i | i | 8 | i | i | i | i | i | i | i
24 | Cc1ccc(C)c(N2CCN(C(=O)Nc3ccc4c(c3)N(C)C(=O)CS4)CC2)c1 | i | i | i | 28 | i | i | i | i | i | i | i
25 | CCOc1ccc(-c2cc(CCCC(=O)NCCC(C)C)no2)cc1 | i | i | i | -2 | i | i | i | i | i | i | i
26 | CC(NC(=O)C(CC(=O)OC(C)(C)C)NC(=O)OC(C)(C)C)C(N)=O (stereo unspecified) | i | i | i | 11 | i | i | i | i | i | i | i
27 | Nn1cnc2sc3c(c2c1=O)CCC3 | i | i | i | 0 | i | i | i | i | i | i | i
28 | COc1ccc(CCN(C)C(=O)Cc2ccc(-c3ccccc3)cc2)cc1OC | i | i | i | -4 | 25* | i | i | i | i | i | i
29 | O=C(NC1CCCCC1)C(c1ccncc1)N(CC1CCCO1)C(=O)C(F)(F)F (stereo unspecified) | i | i | i | -1 | i | i | i | i | i | i | i
30 | COc1ccc(CCC(=O)NCCOc2ccccc2Cl)cc1 | i | i | i | -8 | i | i | i | i | i | i | i
31 | O=C(COC(=O)c1ccccc1C(=O)c1ccc(Cl)c([N+](=O)[O-])c1)NC1CCCCCC1 | i | i | i | -22 | i | i | i | i | i | i | i
32 | COc1cccc(CN2CC(C(=O)NCCn3cccn3)CCC2=O)c1 (stereo unspecified) | i | i | i | -5 | i | i | i | i | i | i | i

Records 1–2, quoted:
no. | Compound | MrgX1 agonist | TRPC4 inh | MrgX1 antag | SKKanGAS inh | ANO1 block | TRPC4 agonist | TRPC6 inhibitor | MrgX1 PAM | TRPC4 potent | TRPC6 act | TMEM16A act
1 | CC1OC(Oc2ccc3ccc(=O)oc3c2-c2c(O)ccc3cc(Oc4ccc5ccc(=O)oc5c4)c(=O)oc23)C(O)C(O)C1O (stereo unspecified) | i | i | i | -3 | i | i | i | i | i | i | i
2 | Cc1ccc(CS(=O)(=O)Cc2ccc(C(=O)NCc3cccs3)o2)cc1 | i | i | i | -2 | i | i | i | i | i | i | i

Continued:
no. | Compound | MrgX1 agonist | TRPC4 inh | MrgX1 antag | SKKanGAS inh | ANO1 block | TRPC4 agonist | TRPC6 inhibitor | MrgX1 PAM | TRPC4 potent | TRPC6 act | TMEM16A act
33 | COCC(C)NC(C(=O)Nc1cccc(C(C)=O)c1)c1ccccc1 (stereo unspecified) | i | i | i | -3 | i | i | i | i | i | i | i
34 | Cc1ccc(NC(=S)N(CCN(C)C)Cc2cc3cc(C)ccc3[nH]c2=O)cc1 | i | i | i | 2 | i | i | i | i | i | i | i
35 | Cc1cccc(C)c1OC(=O)CSc1nnc(-c2ccccc2)o1 | i | i | i | -5 | i | i | i | i | i | i | i
36 | Cc1ccc(Cn2nc3c(cc2=O)CCc2ccccc2-3)cc1 | i | i | i | 21 | i | i | i | i | i | i | i
37 | O=C(Nc1cccnc1)c1cc(-c2ccc3c(c2)OCO3)on1 | i | i | i | -1 | i | i | i | i | i | i | i
38 | COc1ccc(N=CC2=C(O)CCCC2=O)cc1 | i | i | i | 2 | i | i | i | i | i | i | i
39 | CCc1cc2cccc(C)c2nc1SCC(=O)N1CCN(C(=O)c2ccco2)CC1 | i | i | i | 16 | i | i | i | i | i | i | i
40 | COc1ccc(C(=O)Cc2cc(OC)c(OC)cc2C(=O)c2ccccc2F)cc1OC | i | i | i | 1 | i | i | i | i | i | i | i
41 | CC(OCC(O)CN1CCCCC1CCO)c1ccc(Cl)cc1 (stereo unspecified) | i | i | i | -8 | i | i | i | i | i | i | i
42 | CC(=O)c1ccc(NC(=O)c2cnsn2)cc1 | i | i | i | 8 | i | i | i | i | i | i | i
43 | O=c1[nH]cnc2c1c(-c1ccccc1)cn2-c1ccc(F)cc1 | i | i | i | -2 | i | i | i | i | i | i | i
44 | O=C(c1cnc2c(c1)COc1ccc(Cl)cc1-2)c1ccccc1O | i | i | i | · | i | i | i | i | i | i | i
45 | COc1cc2ccc(=O)oc2c(O)c1OCC=C(C)C | i | i | i | 0 | i | i | i | i | i | i | ·
46 | CN1CCCC(OC(=O)/C(C#N)=C/c2ccccc2)C1 (stereo unspecified) | i | i | i | -2 | i | i | i | i | i | i | i
47 | Cc1cc(C(=O)Nc2ccc(F)c(Cl)c2)on1 | i | i | i | 0 | i | i | i | i | i | i | i
48 | COc1ccc(CN2C(=O)[C@@H]3C(c4ccc(F)cc4)=NO[C@@H]3C2=O)cc1 | i | · | i | · | i | · | · | i | · | · | i
49 | CN=C1c2ccccc2CN1c1cccc(C(=O)OC)c1 | i | i | i | 3 | i | i | i | i | i | i | i
50 | Cc1ccccc1Nc1nc(N)nc(COC(=O)C(NC(=O)c2ccco2)C(C)C)n1 (stereo unspecified) | i | i | i | -10 | i | i | i | i | i | i | i
51 | O=C(c1ccccc1)c1nc2ccccc2[nH]c1=O | i | i | i | 6 | i | i | i | i | i | i | i
52 | COc1ccc(C2NS(=O)(=O)OCC2C)cc1 (stereo unspecified) | i | i | i | -5 | i | i | i | i | i | i | i
53 | Cc1c(Cl)cnc(NC(=O)COC(=O)c2ccc(S(=O)(=O)NCc3ccco3)cc2)c1Cl | i | i | i | -3 | i | i | i | i | i | i | i
54 | COc1ccc(C2SCC(=O)N2c2nc3ccccc3s2)cc1 (stereo unspecified) | i | i | i | 12 | i | i | i | i | i | i | i
55 | Cc1cc(NC(=O)C(C)SCC(=O)Nc2ccccc2C(C)(C)C)no1 (stereo unspecified) | i | i | i | 5 | i | i | i | i | i | i | i
56 | CCOc1ccc(NCC(=O)Nc2ccc(C)cc2C)cc1 | i | i | i | 2 | i | i | i | i | i | i | i
57 | CSCC[C@H](NC(=O)OC(C)(C)C)C(=O)NCC1CCC(C(=O)N[C@@H](Cc2ccccc2)C(=O)O)CC1 (stereo partly specified) | i | i | i | 0 | i | i | i | i | i | i | i
58 | Cc1cccc(C(C)C)c1NC(=O)C1CN(S(=O)(=O)c2ccccc2)CCN1S(=O)(=O)c1ccccc1 (stereo unspecified) | i | i | i | 15 | i | i | i | i | i | i | i
